Abeta yeast res: qHTS for compounds that reverse cellular toxicity of Amyloid beta (A-beta) peptide in yeast: Primary Screen. Potency, µM (series often up to 46.1 µM), for inactives: at the top dose growth rescue, actives largely listed as activators. 410,000 compounds, 0.063% hits. yeast expressing A-beta42, growth rescue, OD600, 48 h; response scale: 0% DMSO, 100% iron-clioquinol control; also: potency is read from the fitted curve at half-maximal effect; nearly all actives have a fitted effect of over 55% in size
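Growth rescue measured by 600 nm absorbance after 48 h yeast culture at 30 C with compound. Values normalized between DMSO and an equimolar ferric chloride plus clioquinol control.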
Mm-Cpn inhibitor: Inhibitors of TCP-1 ring complex (TRiC) of Methanococcus maripaludis (MmCpn): qHTS. Potency, µM (highest dose often 76.9 µM), for the others: at the top dose activity, negative = inhibition, usual class: inhibitors. purified Mm-Cpn ATPase, ADP Transcreener TR-FRET. AID 504842, 2011. 330,000 compounds, 0.031% hits; also: potency is read from the fitted curve at half-maximal effect; % is scaled to controls: 0 for no effect and ±100 for the full control effect; nearly all actives have a fitted effect of over 80% in size
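Inhibition of chaperonin ATP hydrolysis is measured as reduced ADP production, detected by competitive TR-FRET in which signal falls with ADP. Final enzyme 25 nM and ATP 10 uM, reacted 30 min at 37°C.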
GLP1R inv ag: qHTS of GLP-1 Receptor Inverse Agonists (Inhibition Mode); Potency, µM (titrated, usually from 38.3 µM), for the others: at the highest dose activity change, negative = inhibition, most hits filed as inhibitors; 410,000 compounds, 1.6% hits; AID 624417, 2012; Glucagon-like peptide 1 receptor (Homo sapiens), P43220; HEK293 GLP-1R CRE-luciferase, luminescence, 24 h; GLP-1R form is constitutively active; also: potency is read from the fitted curve at half-maximal effect; % is scaled to controls: 0 for no effect and ±100 for the full control effect; nearly all actives have a fitted effect of over 55% in size
Target sequence (P43220 whole entry, looked up): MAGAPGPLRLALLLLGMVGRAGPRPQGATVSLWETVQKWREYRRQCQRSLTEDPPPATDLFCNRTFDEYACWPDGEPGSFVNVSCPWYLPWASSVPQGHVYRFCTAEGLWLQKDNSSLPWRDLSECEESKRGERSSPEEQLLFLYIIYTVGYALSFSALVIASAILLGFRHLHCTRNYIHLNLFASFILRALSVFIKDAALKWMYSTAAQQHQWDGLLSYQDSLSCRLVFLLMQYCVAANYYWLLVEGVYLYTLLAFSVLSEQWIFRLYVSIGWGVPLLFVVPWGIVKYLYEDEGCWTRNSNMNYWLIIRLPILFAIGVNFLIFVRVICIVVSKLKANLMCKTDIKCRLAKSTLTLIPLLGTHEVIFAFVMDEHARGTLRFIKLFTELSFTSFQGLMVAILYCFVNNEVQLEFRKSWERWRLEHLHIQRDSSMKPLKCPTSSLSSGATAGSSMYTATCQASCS
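Readout was luciferase luminescence, measured 12 min after detection reagent at room temperature. Beforehand, GLP-1R reporter HEK293 cells had sat 12 h, then received compounds for 24 hr at 37 deg C.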
TDP-43 yeast inh: qHTS of TDP-43 Inhibitors. TDP-43 expressing yeast growth rescue, BacTiter-Glo, 24 h. Potency, µM (top dose mostly 46.1 µM), inactives show at the top dose growth rescue (activation), hits mostly activators. 410,000 compounds, 1.8% hits. AID 652104, 2013; also: potency is read from the fitted curve at half-maximal effect; % of control where 0% means no effect; nearly all actives have a fitted effect of over 50% in size
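Galactose-induced TDP-43 yeast, OD600=0.02, compound pinned; 24 hr, 30 deg C; BacTiter-Glo luminescence for growth. Inhibitors of TDP-43 toxicity read as activators.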
HEK293 tox: qHTS of GLP-1 Receptor Inverse Agonists: Cytotox Screen. HEK293 cAMP-luciferase reporter cells, luminescence, 24 h. Potency, µM (top dose mostly 38.3 µM), for the others: at the highest dose activity change, negative = inhibition, usual class: inhibitors. 410,000 compounds, 0.13% hits;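 also: loss of luciferase light is scored as toxicity; potency is read from the fitted curve at half-maximal effect; % is scaled to controls: 0 for no effect and ±100 for the full control effect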
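Compound-treated cells are incubated 24 hr at 37 deg C under 5% CO2 after a 12 hour attachment period, then luciferase detection reagent is added and luminescence is measured following 12 min at room temperature; lowered signal indicates toxicity.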
PTHR1 ag: qHTS for PTHR1 Agonists: Primary Screen. Parathyroid hormone/parathyroid hormone-related peptide receptor (Homo sapiens), Q03431. HEK293 GP2 PTHR1 cells, GloSensor cAMP luminescence, 1 h. Potency, µM (titrated, usually from 115 µM), for the others: top-dose activation, usual class: activators. 410,000 compounds, 0.075% hits. AID 743266, 2014; also: potency is read from the fitted curve at half-maximal effect; nearly all actives have a fitted effect of over 55% in size; some results filed as inactive show a strong effect at the top dose; inactives centre near -15; many of its hits are not listed in these tables
Target sequence (Q03431 whole entry, looked up): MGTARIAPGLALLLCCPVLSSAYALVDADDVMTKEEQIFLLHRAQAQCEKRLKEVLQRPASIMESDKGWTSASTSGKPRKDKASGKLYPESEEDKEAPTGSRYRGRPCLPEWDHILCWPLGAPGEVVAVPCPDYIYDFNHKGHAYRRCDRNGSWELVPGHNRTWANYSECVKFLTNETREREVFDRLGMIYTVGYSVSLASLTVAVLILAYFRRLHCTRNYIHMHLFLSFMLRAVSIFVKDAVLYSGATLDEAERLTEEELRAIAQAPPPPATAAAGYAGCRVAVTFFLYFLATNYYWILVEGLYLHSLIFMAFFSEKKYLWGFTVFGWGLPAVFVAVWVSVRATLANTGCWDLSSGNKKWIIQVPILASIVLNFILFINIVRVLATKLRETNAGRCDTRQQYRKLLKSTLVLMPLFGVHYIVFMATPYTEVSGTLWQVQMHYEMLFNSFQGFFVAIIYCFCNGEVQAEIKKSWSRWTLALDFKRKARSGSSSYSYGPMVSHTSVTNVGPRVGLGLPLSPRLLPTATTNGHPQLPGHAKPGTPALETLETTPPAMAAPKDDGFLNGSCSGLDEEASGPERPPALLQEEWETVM
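HEK-293-derived GP2 cells expressing PTHR1 and a GloSensor cAMP reporter, 3,000/well, plated overnight, given luciferin plus IBMX (each 0.5 mM as added) for 1 h at 37 °C, then compound for 1 h at 37 °C. Luminescence was read after 15 min at room temperature.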
Akt phos inh: HTS Assay for Inhibitors of Akt Phophorylation: Primary Screen; activity change, % for hits at 50 µM; Neuro2A IGF-stimulated pAkt S473 HTRF, 20 min; active compounds read low; 360,000 compounds, 0.32% hits; in the data active = activity change below about -80%; inconclusive = mostly about -51% to -80%; also: % is scaled to controls: 0 for no effect and ±100 for the full control effect
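Single-point screen (50 µM final compound) in Neuro2A cells stimulated 20 min with 6 nM IGF at 37 deg C. After lysis, Ser473-phosphorylated Akt read by HTRF (ex 330 nm, em 615/665 nm) as the 665/615 ratio.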
aSyn rescue: qHTS of alpha-syn Inhibitors. Yeast expressing alpha-synuclein, growth rescue, BacTiter-Glo, 24 h. Potency, µM (series often up to 46.1 µM), for inactives: top-dose growth rescue (activation), usual class: activators. 370,000 compounds, 0.14% hits. AID 652106, 2013; also: potency is read from the fitted curve at half-maximal effect; % of control where 0% means no effect; nearly all actives have a fitted effect of over 65% in size
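Rescue of yeast growth: cells expressing toxic alpha-synuclein, induced in galactose at OD600 0.02, incubated with compound 24 h at 30 C. ATP luminescence quantified growth; inhibitors of toxicity appear as activators.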
FUS yeast rescue: qHTS for Suppressors of FUS Proteinopathy: Primary screen using FUS-linked yeast assay | S. cerevisiae FUS-expressing, growth rescue, OD600, 24 h | Potency, µM (doses to about 76.6 µM), for the others: top-dose growth rescue (activation), actives largely listed as activators | 390,000 compounds, 0.24% hits | AID 1347120, 2019;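 also: potency is read from the fitted curve at half-maximal effect; plate controls were DMSO vehicle for no effect and reference control for full effect; nearly all actives have a fitted effect of over 55% in size; some results filed as inactive show a strong effect at the top dose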
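Toxicity suppression screen in FUS-yeast. Cells induced with 2% galactose, starting OD 0.005, treated 24hr at 30C with compounds at multiple final concentrations; growth by OD600.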
* = called active by the depositor; i = inactive; ? = inconclusive; · = not tested or not shown; & = joins results of further samples; [ ] = remark or other dose. Unless noted, calls follow the shape of the dose curve; as a rule, active = well fitted curve in the direction sought with a large enough effect; inconclusive = small, poorly fitted or top-dose-only effect, or another doubt; inactive = no such curve, though single readings can be large; an effect the other way counts as inactive or inconclusive. This is a subset; the hit share may differ from the screen's.

SMILES	aSyn rescue	GLP1R inv ag	TDP-43 yeast inh	HEK293 tox	Mm-Cpn inhibitor	FUS yeast rescue	Akt phos inh	Abeta yeast res	PTHR1 ag
CCN(CC)S(=O)(=O)c1ccc2[nH]cc(C(=O)NCCC3=CCCCC3)c(=O)c2c1	-7%	?	5%	-19%	-2%	8%	i	28%	-24%[57.5 µM]
O=C(OCc1ccc(Cl)cc1)c1ccccc1C(=O)c1ccccc1	-4%	0%	16%	2%	3%	15%	i	-9%	-12%[57.5 µM]
Cc1ccc(N2CC(C(=O)Nc3ccccc3C(=O)N3CCOCC3)CC2=O)cc1 (stereo unspecified)	5%	2%	5%	3%	1%	-5%	i	-1%	-24%
Cc1ccccc1NC(=O)COC(=O)Cc1ccsc1	14%	8%	18%	3%	0%	3%	i	2%	i
CCOC(=O)C1CCN(C(=O)CCc2nnc3ccc(NCCCN4CCCC4=O)nn23)CC1	7%	-2%	14%	1%	0%	-10%	i	4%	i
CCCc1nnc(NC(=O)c2nc(S(=O)(=O)Cc3cccc(C)c3)ncc2Cl)s1	17%	?	?	-9%	4%	26%	i	-38%[inhibitor]	-96%[inhibitor]
CCCc1nc2c(sc3nc4c(cc32)COC(C)(C)C4)c(=O)n1Cc1ccco1	?	0%	-5%	-4%	1%	0%	i	3%	-17%[57.5 µM]
C/C(=N\NC(N)=S)c1ccccc1	-5%	?	21%	-16%	-1%	-11%	i	?	-4%
Cc1cccc(C(=O)Nc2c(C#N)c(C)c(C)n2Cc2ccccc2)c1	-1%	-6%	-4%	-17%	0%	23%	i	4%	-49%[inhibitor][57.5 µM]
COc1ccc2c(c1)[C@@H]1[C@H](CO2)[C@H](c2ccccc2)[C@]2(C)C(=O)Nc3ccc(C)cc3C(=O)N12	?	7%	?	-21%	2%	?	i	9%	-22%
COc1ccccc1C(=O)Nc1cccc(OCc2cc(=O)n3c(C)csc3n2)c1	·	?	12%	-17%	·	-13%	·	-55%[inhibitor]	-42%
CN(C)CCN(Cc1ccccc1)C(=O)C1CCN(c2ncnc3c2nc2n3CCCCC2)CC1	-4%	-25%	4%	-3%	1%	13%	i	13%	i
COc1ccccc1NS(=O)(=O)c1ccc(C(=O)Nc2ncccc2O)cc1	-2%	28%	9%	-9%	1%	-7%	i	-6%	-8%
CCOc1ccc(NC(=O)c2cccc3c2C(=O)N(CC2CCCO2)C3)cc1 (stereo unspecified)	-2%	48%[activator]	?	-17%	-1%	6%	i	1%	i
CC12CCC(C(=O)N3CCOCC3)([C@H](Br)C1=O)C2(C)C (stereo partly specified)	-3%	14%	13%	2%	2%	-14%	i	5%	i
Cc1nc(N2CCN(c3ccccn3)CC2)c2c(C)c(C(=O)Nc3ccc(F)cc3F)sc2n1	?	0%	-7%	-11%	-20%	5%	i	-27%	-20%
COc1ccccc1NC(=O)c1sc2nc(N3CCOCC3)c3c(c2c1N)CC(C)(C)OC3	-1%	14%	0%	-8%	·	0%	·	8%	i
O=C(O)c1cccc(N2C(=O)Nc3ccccc3N2O)c1	11%	14%	13%	-4%	0%	-6%	i	6%	i
O=C(COc1ccc2ccccc2c1)Nc1ccc(Cc2ccncc2)cc1	-19%	-3%	3%	-3%	-5%	3%	i	3%	-85%[inhibitor]
O=C(NC(NC(=O)c1c(F)cccc1F)c1ccc([N+](=O)[O-])cc1)c1c(F)cccc1F	4%	27%	2%	3%	-2%	9%	i	-5%	i
CCCOc1ccc(N2CC(C(=O)Nc3ccc(N4CCOCC4)cc3)CC2=O)cc1 (stereo unspecified)	7%	20%	1%	-1%	-3%	8%	i	-2%	-14%
CCOc1ccc(OCC)c(NC(=O)c2cc(S(=O)(=O)N3CCCC3)cn2C)c1	·	2%	23%	24%	·	-12%	·	-15%	-21%
COc1ccc(C(=O)COC(=O)C(Cc2c[nH]c3ccccc23)NC(=O)c2ccc(C(C)(C)C)cc2)cc1 (stereo unspecified)	·	?	9%	-5%	·	28%	·	-13%	-14%
Cc1cccc(-c2nnn3c2nc(NCc2ccccc2)c2ccccc23)c1	·	-5%	16%	2%	·	14%	·	-4%	i
O=C(Cc1nnc(NC(=O)c2ccccc2)s1)N/N=C/c1ccco1	0%	4%	-18%	15%	3%	27%	i	5%	-13%
Cc1cc(NC(=O)c2c(-c3ccccc3Cl)noc2C)no1	6%	?	4%	6%	0%	·	i	4%	-15%
CCC(CO)Nc1ncnc2c1cnn2-c1ccc(OC)cc1 (stereo unspecified)	10%	?	20%	0%	0%	-8%	i	17%	-50%[inhibitor]
COc1ccc(Oc2ccc(S(=O)(=O)N3CCCCC3)cc2S(=O)(=O)N2CCCCC2)cc1	5%	1%	-9%	7%	1%	-8%	i	-2%	0%
NC(=O)CSc1nccn1Cc1ccc2c(c1)OCO2	0%	10%	·	-2%	0%	3%	i	-22%	-13%
O=C(NCc1n[nH]c(=O)c2ccccc12)C1CC(=O)N(c2ccc(Cl)cc2)C1 (stereo unspecified)	4%	-2%	4%	6%	0%	26%	i	9%	-8%
COc1ccc(OC)c(NC(=O)CSc2nnc(CNc3ccc(C)cc3C)o2)c1	15%	-16%	?	-15%	1%	43%	i	4%	-6%
Cc1nc(N2CCC(C)CC2)c2c(C)c(C(=O)Nc3cc(F)ccc3C)sc2n1	-1%	10µM*	26%	-1%	-3%	12%	i	-9%	-18%
O=C(CCS(=O)(=O)c1ccc(Br)cc1)NCCC1=CCCCC1	-6%	-2%	10%	?	-2%	-11%	·	-12%	-2%
CC1=C(C(=O)OC(C)C)C(c2cccc(F)c2)N2C(=O)C(C)SC2=N1 (stereo unspecified)	-3%	?	1%	1%	?	34%	i	-14%	i
COc1ccc(CN(C)CC(=O)Nc2ccc(N3CCOCC3)cc2)cc1OC	-9%	43%[activator]	6%	6%	-8%	2%	i	10%	i
COC(=O)N/N=C/c1cc(C)n(-c2ccc(F)cc2)c1C	1%	39%[activator]	-24%[9.22 µM]	5%	-4%	28%	i	4%	i
CCN=c1scc(-c2ccc3c(c2)NC(=O)CO3)n1N=C1CCCC1	3%&1%	?	-12%&1%	-19%&-5%	2%	?	i	5%&4%	-92%[inhibitor]
O=C(CN(C(=O)c1csnn1)c1ccccc1F)NCc1ccccc1	2%	-5%	-10%	0%	1%	-11%	i	-5%	i
CCN(CC(=O)Nc1ccc(NC(C)=O)cc1)C(=O)C1(c2ccc(Cl)cc2)CCC1	?	-29%	24%	-1%	·	13%	i	-1%	-27%
C[C@H](NC(=O)[C@@H]1CSC2c3ccccc3C(=O)N21)C(=O)NC1CCCC1 (stereo partly specified)	4%	15%	2%	12%	-26%	10%	i	-3%	i
O=C(NCC1CCCO1)c1nn2c(C(F)(F)F)cc(-c3cccs3)nc2c1Cl (stereo unspecified)	-3%	-19%	5%	-6%	4%	26%	i	-25%	-26%
COCCN1Cc2cccc(C(=O)Nc3ccc(-c4nc5ccccc5[nH]4)cc3)c2C1=O	-12%	40%	-3%	9%	0%	·	i	-11%	-24%
C=C1CCN([C@H](C(=O)OCc2cccc(C)c2)C(C)C)S(=O)(=O)c2ccccc21	4%	?	-6%	35%[activator]	-1%	4%	i	0%	-57%[inhibitor]
Cc1ccccc1C(=O)Nc1cccc(NC(=O)c2ccccc2[N+](=O)[O-])c1	6%	-7%	14%	0%	1%	-34%	i	1%	i
CCOC(=O)C1=C(C)NC(=S)N(C(C)=O)C1c1ccccc1 (stereo unspecified)	1%	-23%	9%	?	0%	11%	·	0%	23%[57.5 µM]
O=C(COC(=O)c1ccc(NS(=O)(=O)c2cccs2)cc1O)Nc1ccc(F)cc1	4%	-13%	16%	0%	1%	39%	i	4%	-15%
Cc1cccc(-c2nc(CS(=O)CC(=O)NC3CCCC3)c(C)o2)c1 (stereo unspecified)	5.6µM*	-12%	?	3%	-1%	-2%	i	2%	-6%
O=C(OCc1nnc(-c2ccccc2)o1)c1ccc2c(c1)OCCO2	0%	9%	3%	1%	1%	30%	i	2%	-5%[57.5 µM]
COc1ccccc1NC(=O)c1ccc(-c2nn(C)c(=O)c3ccccc23)cc1	16%	6%	16%	0%	1%	6%	i	5%	-40%[inhibitor]
COc1cccc(CNc2ncnc3c2nnn3C)c1	·	11%	?	6%	·	19%	·	-7%	?
CCOCC(=O)Nc1cc([N+](=O)[O-])ccc1C	-8%	24%	-7%	-5%	-1%	19%	i	-19%	?
COc1ccc2[nH]c3c(=O)n(Cc4ccco4)cnc3c2c1	-3%	9%	-4%	-15%	-1%	27%	i	-6%	-8%[57.5 µM]

Source: PubChem BioAssay (National Center for Advancing Translational Sciences (NCATS))
